PMI inhibitors: inhibitors of human PMI, primary screen, biochemical, fluorescence intensity, coupled assay (AID 1209); inhibition, % at 20 µM, or IC50 in µM where a hit was titrated; 0.42% of 190,000 active; purified PMI enzyme, coupled fluorescence intensity; higher % means a stronger effect;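 also: plate controls were DMSO vehicle for no effect and wells lacking substrate for full effect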
TNAP activators: human TNAP enzyme activators, primary screen, biochemical, luminescent, no phosphate acceptor, uHTS (AID 1001); purified TNAP, luminescent activation assay, no phosphate acceptor; higher activation fold means a stronger effect; 0.03% of 200,000 active; activation fold at 20 µM; hits with a dose series show EC50 in µM; Alkaline phosphatase, tissue-nonspecific isozyme (Homo sapiens); in the data active = activation fold from about 3, or a potency from the dose series; inactive = the rest, 99 in 100 with activation fold below about 1.6; also: many of its hits are not listed in these tables
UTI89 phage lysis: inhibition of K1F phage lysis, E. coli UTI89, bacterial capsule biogenesis inhibitors, alamar blue (AID 488966); E. coli UTI89 K1F phage lysis, alamar blue, 2 h; higher % means a stronger effect; 0.02% of 340,000 active; one-dose inhibition, % at 100 µM; IC50 in µM for titrated hits;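 active = phage lysis inhibition, versus mean bacterial control, above a set limit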;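 also: capsule biogenesis inhibitors block K1F phage lysis so surviving cells raise fluorescence; higher fluorescence means more inhibition of phage lysis; actives were called in the ten point dose series up to 300 µM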
Hep lipid drop: inhibitors of hepatocyte lipid droplet formation, primary screen, imaging, high-throughput imaging, BODIPY stain. AML12 mouse hepatocytes, oleate lipid droplets. inhibition, % at 6.5 µM. 0.4% of 240,000 active;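 active = lipid droplet intensity inhibited by at least 50%, with more than 500 cells counted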
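Assay system: AML12 hepatocytes (mouse); Probe or stimulus: oleic acid at 100 µM to induce lipid droplet formation; Dosing: compound at 6.5 µM only; Schedule: compound with oleate, overnight; Detection: fluorescence imaging, 20x objective, two fields per well; Measure: % inhibition of lipid droplet signal.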
SIAH1 antagonists: Siah-1 peptide-binding antagonists, primary screen, biochemical, fluorescence polarization, rhodamine-plectin, uHTS (AID 1817) | E3 ubiquitin-protein ligase SIAH1 (Homo sapiens) | Siah-1 / rhodamine-plectin peptide fluorescence polarization; higher % means a stronger effect | displacement, % at 20 µM; hits with a dose series show IC50 in µM | 0.02% of 290,000 active;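 active = displacement of at least 50% at 20 µM, with a fluorescence ratio check between 0.3 and a set limit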;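 also: plate controls were Siah plus tracer with DMSO for no effect and tracer alone without Siah for full effect; strong numbers were not always called active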
P. falciparum M17LAP: P. falciparum M17LAP inhibitors, primary screen, biochemical, fluorogenic H-Leu-NHMec substrate, 1536-well (AID 1619). Leucine aminopeptidase (Plasmodium falciparum (isolate 3D7)). recombinant M17LAP, H-Leu-NHMec fluorogenic kinetic assay; higher % means a stronger effect. one-dose inhibition, % at 30 µM; IC50 in µM for titrated hits. 0.38% of 220,000 active;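 active = compound inhibiting the enzyme by more than half at any dose during confirmatory dose-response retesting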;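 also: plate controls were full reaction with DMSO carrier for no effect and no enzyme background for full effect; strong numbers were not always called active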
PMI inhibition: human PMI inhibitors, high substrate, primary screen, biochemical, fluorescence intensity, high mannose 6-phosphate (AID 1220); one-dose inhibition, % at 20 µM; IC50 in µM for titrated hits; recombinant PMI enzyme, coupled fluorescence intensity; higher % means a stronger effect; 0.66% of 190,000 active
P. falciparum M1AAP: P. falciparum M1AAP inhibitors, biochemical, fluorogenic H-Leu-NHMec substrate, 1536-well (AID 1445) | Aminopeptidase N (Plasmodium falciparum (isolate 3D7)) | recombinant M1AAP, H-Leu-NHMec fluorogenic kinetic assay; higher % means a stronger effect | inhibition, % at 30 µM; hits with a dose series show IC50 in µM | 0.42% of 220,000 active;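 active = primary inhibition above the hit cutoff, then over 50% inhibition at one or more dose response concentrations, cut at about 23% in these data, passing the limit was not always enough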;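 also: plate controls were DMSO full reaction for no effect and no enzyme background for full effect; strong numbers were not always called active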
XIAP displacement: XIAP antagonists, biochemical, IAP family, fluorescence polarization (AID 1018); E3 ubiquitin-protein ligase XIAP (Homo sapiens); XIAP BIR domain, fluorescence polarization peptide displacement; higher % means a stronger effect; displacement, % at 20 µM, or IC50 in µM where a hit was titrated; 0.007% of 200,000 active; in the data active = displacement above about 50%; also: a part of the inactive calls stands beside numbers as strong as those of hits
Hep lipid drop cells 6.5 µM: second read-out of Hep lipid drop, no call of its own (marks repeat the call); cell count; measured here: cell count, cytotoxicity flag;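 cells counted across two imaged fields per well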
* marks the source's active call; other numbers are inactive results; / = not tested or not shown; [ ] = dose if it differs, or a comment. Rule as the data show it, unless noted: active = inhibition above about 50%; inactive = the rest.

SMILES	PMI inhibitors	TNAP activators	UTI89 phage lysis	Hep lipid drop	Hep lipid drop cells 6.5 µM	SIAH1 antagonists	P. falciparum M17LAP	PMI inhibition	P. falciparum M1AAP	XIAP displacement
C/C=C/C=C/C(=O)[C@@H]1[C@@H]([C@]2(C)OC(=O)C(C)=C2O)[C@H]2/C(=C(O)/C=C/C=C/C)C(=O)[C@]1(C)C(=O)C2(C)O (stereo not given in full)	/	/	4.4%	1.2	663	5.1%	14.2%	/	5.4%	/
O=C(CN1CCOCC1)Nc1nc(-c2ccc3c(c2)CCN3S(=O)(=O)c2ccccc2)cs1	16.5%	1.1	0.5%	-13.4	734	-0.9%	-2.9%	10.9%	1.4%	-3.0%
Fc1ccc(-c2nc3ccncc3[nH]2)cc1	-15.0%	1.1	0.7%	-5.4	706	-0.2%	7.2%	-25.2%	-0.6%	-4.4%
O=C(O)CCCC(=O)Nc1ccn(-c2ccccc2)n1	-11.5%	1	2.1%	/	/	-1.7%	16.4%	-6.8%	0.3%	-7.4%
CC(C)(C)C1CCc2c(C(=O)NNC(=O)/C=C/C(=O)O)csc2C1 (stereo not given)	-10.7%	1.4	1.6%	3.9	619	1.5%	43.8%	-8.1%	2.1%	-0.8%
COc1ccccc1-n1c(SC)nc(O)cc1=O	-2.4%	1.1	2.1%	/	/	-3.5%	9.3%	0.2%	6.6%	-4.8%
CC1CCN(C(=O)C2CCC(CNc3c(N4CCCCC4)c(=O)c3=O)CC2)CC1 (stereo not given)	/	/	-0.1%	-22.5	616	-0.3%	25.4%	/	13.4%	/
CCOC(=O)c1c(C)nc2c(C)cccn12	8.3%	1.1	0.2%	11.6	734	0.6%	4.0%	3.0%	-6.8%	-10.3%
N/C(CC(=O)Nc1ccc(F)c(Cl)c1)=N\OC(=O)c1cccs1	/	/	-0.9%	-7.5	697	0.4%	-3.6%	/	6.3%	/
CCS(=O)(=O)Nc1cccc(C(=O)O)c1	/	/	2.0%[50 µM]	4.9	656	5.7%	15.7%	/	0.8%	/
CCNC(=O)c1c(NC(C)=O)sc2c1CCCC2	6.1%	1.1	1.1%	/	/	0.9%	15.9%	6.4%	2.9%	-1.4%
OC(CNCc1ccc(Cl)cc1)C(F)(F)F (stereo not given)	-6.3%	1.2	-2.5%	-8.4	659	6.4%	-1.8%	-0.3%	15.2%	-3.3%
COc1ccc(O)c(C(=O)c2cc(C#N)c(=O)n(-c3ccc(Cl)cc3)c2)c1	/	/	0.4%	-1.0	682	16.3%	5.0%	/	4.4%	/
O=C(Nc1ccccc1C(=O)NCc1ccco1)c1ccco1	16.5%	1.1	1.1%	1.0	709	-4.1%	3.0%	6.9%	5.1%	-9.2%
CSc1ccccc1NC(=O)CSc1nnnn1-c1ccccc1SC	12.8%	1.1	4.1%	-10.2	764	-0.6%	0.7%	10.2%	-4.6%	-5.9%
O=C(O)c1cc(N/N=C/C=C/c2ccccc2)ccc1Cl	-64.6%	1.1	0.6%	-1.4	678	-0.5%	18.8%	-90.3%	3.6%	-6.2%
CC1CCN(S(=O)(=O)c2ccc3c(c2)c(=O)c(C(=O)NCc2ccco2)cn3C)CC1	3.9%	1	-0.7%	2.3	728	2.3%	9.2%	-1.7%	0.7%	-6.6%
COc1cc(/C=N/Nc2nc(C)cc(C)n2)ccc1OC(=O)c1ccco1	13.5%	1.1	2.0%[50 µM]	1.0	639	-2.5%	20.7%	32.9%	14.2%	-2.1%
O=C(CSc1ncnc2ccccc12)Nc1ccc(N2CCOCC2)cc1	1.3%	1.1	/	/	/	-0.2%	25.4%	5.8%	2.9%	-3.3%
C(=N\N1CCN(Cc2cccc3ccccc23)CC1)/c1cccnc1	-3.3%	0.9	9.8%	/	/	-4.7%	1.2%	-5.6%	14.7%	-8.9%

Continued; it opens with the two that closed the last part.
SMILES	PMI inhibitors	TNAP activators	UTI89 phage lysis	Hep lipid drop	Hep lipid drop cells 6.5 µM	SIAH1 antagonists	P. falciparum M17LAP	PMI inhibition	P. falciparum M1AAP	XIAP displacement
O=C(CSc1ncnc2ccccc12)Nc1ccc(N2CCOCC2)cc1	1.3%	1.1	/	/	/	-0.2%	25.4%	5.8%	2.9%	-3.3%
C(=N\N1CCN(Cc2cccc3ccccc23)CC1)/c1cccnc1	-3.3%	0.9	9.8%	/	/	-4.7%	1.2%	-5.6%	14.7%	-8.9%
CCOc1ccc(C(=O)Nc2cc(-c3nc4ccccc4[nH]3)ccc2Cl)cc1[N+](=O)[O-]	18.0%	1.1	3.7%	-4.6	554	22.4%	3.3%	1.0%	0.7%	-5.7%
O=C(Nc1ccc(C(=O)O)cc1)/C(=C\c1ccc2c(c1)OCO2)NC(=O)c1ccccc1	-20.2%	1	-3.5%	-7.2	658	2.2%	59.7%	-13.1%	5.5%	-4.9%
O=C(Nc1cccc2ccccc12)/C(=C\c1cccc([N+](=O)[O-])c1)NC(=O)c1cccs1	3.4%	1.1	0.1%[50 µM]	-0.1	603	4.0%	-0.3%	5.2%	4.1%	-0.8%
Cc1ccc2nc3c(cc2c1)c(NC(=O)c1cccnc1)nn3C	21.6%	1	-0.1%	7.8	749	-4.0%	-3.5%	13.2%	-0.9%	-4.0%
COC(=O)CSc1ccc(S(=O)(=O)N2CCOCC2)cc1[N+](=O)[O-]	14.8%	1.1	3.4%	-2.5	572	4.9%	1.4%	6.7%	8.0%	-1.1%
CC1CCCCC1NC(=O)CN1C(=O)CSc2cc(S(=O)(=O)N3CCCCCC3)ccc21 (stereo not given)	-3.0%	1.1	0.2%[50 µM]	-14.3	693	1.4%	24.4%	-5.7%	9.6%	-2.3%
Cc1ccccc1C(=O)c1c[nH]c(C(N)=O)c1	7.3%	1.1	0.5%	/	/	4.6%	2.2%	5.9%	10.1%	-24.6%
C/C(CC(=O)Nc1ccc(Cl)cc1Cl)=N\NC(=O)C(=O)N1CCCC1	-7.4%	0.6	0.1%	11.6	774	9.8%	7.4%	-4.2%	3.1%	2.2%
O=C(NNC(=O)C1CC1)c1cc2cc3ccccc3nc2s1	15.2%	1	0.1%	4.3	698	6.6%	14.3%	9.0%	13.5%	-1.5%
CCn1c2c(c3cc(OCC(C)C)ccc31)CCCC2=O	16.7%	1	1.5%	18.1	760	-0.4%	3.6%	24.7%	5.1%	-8.7%
COCCNC(=O)C1CC2Cn3c(nc4ccccc43)C2N1C (stereo not given)	/	/	0.3%	7.8	680	-7.3%	1.4%	/	-1.4%	/
O=C(/C=C/c1ccco1)NC(=S)Nc1ccc(N2CCCC2)cc1	9.6%	0.9	5.2%	41.3	732	40.6%	4.2%	36.6%	0.0%	-3.1%
COc1ccc(C(=O)OCC(=O)N2CCCC2=O)c(OC)c1	-0.4%	1	-1.7%	8.6	704	2.6%	-0.8%	-1.2%	1.5%	-5.1%
Cc1sc2ncnc(OCC(=O)N3CCN(S(=O)(=O)c4ccc(Cl)cc4)CC3)c2c1C	12.5%	1.1	2.2%	-20.9	701	2.1%	-13.3%	18.7%	-6.4%	-6.4%
Cc1nc(=O)cc(-c2ccccc2)n1-c1ccccc1	-6.9%	1.1	7.0%	/	/	0.8%	-2.4%	1.8%	-0.7%	-2.2%
COC(=O)c1sccc1NC(=O)Nc1cccc(F)c1	15.7%	1.1	0.2%	11.7	610	0.8%	4.8%	16.3%	2.9%	-5.9%
CC1CC2(C)CC(C)C1(COC(=O)Nc1ccccc1)CO2 (stereo not given)	-0.1%	1.1	-1.8%	1.6	686	5.7%	-4.1%	-2.4%	-11.8%	-5.2%
CNc1nc2cccnc2s1	/	/	0.5%	-2.5	761	0.3%	0.4%	/	-0.4%	/
CC(Sc1nnnn1C)C(=O)Nc1ccc(Oc2ccccc2)cc1 (stereo not given)	1.8%	1.1	-0.3%	-11.8	580	-0.2%	-4.9%	-1.1%	4.2%	-3.4%
C=CCn1c(SCC(=O)N2CCc3ccccc3C2)nc2sc(CC)cc2c1=O	9.3%	1.1	-0.2%	-8.2	696	2.9%	2.4%	8.6%	-2.8%	-1.9%
COCCOc1nc2ccccc2nc1C	-7.3%	1.1	0.6%	-1.2	706	7.2%	-1.8%	-9.4%	3.0%	-1.8%
COc1ccc(C(=O)Cn2c(Br)nc3c2c(=O)n(C)c(=O)n3C)cc1	0.4%	1	0.6%	/	/	1.2%	0.3%	-3.0%	9.5%	-4.6%
Cc1cccc[n+]1CC(=O)N1c2ccccc2Sc2ccccc21	2.2%	1	0.3%	10.2	613	-0.9%	/	-1.2%	/	-3.6%
CCN(CC)S(=O)(=O)c1ccc(N2CCCC2)c(NC(=O)CC(C)(C)C)c1	/	/	0.1%	-26.4	689	-4.4%	2.7%	/	7.9%	/
CCC(C)NCCOCCOc1ccc(Br)cc1C (stereo not given)	-6.0%	1.1	10.5%	-29.7	627	3.2%	-12.1%	-7.9%	7.1%	-3.2%
c1ccn2c(SCc3ccc4c(c3)OCO4)nnc2c1	12.0%	1.2	0.1%	/	/	-1.0%	8.9%	9.2%	3.1%	-8.4%
CC(Sc1nnnn1C)C(=O)Nc1ccc2c(c1)OCCO2 (stereo not given)	6.3%	1.1	0.0%	2.5	711	5.2%	-6.5%	4.8%	9.1%	3.1%
CCNC(=O)c1nc[nH]c1C(=O)NCC	-3.5%	0.9	7.1%	/	/	0.0%	-1.5%	1.0%	6.0%	-1.0%
Cc1nn(-c2ccccc2)c(Oc2ccc(F)cc2)c1/C=N/n1cnnc1	2.6%	1	1.5%	/	/	-0.3%	4.4%	6.2%	0.7%	-1.0%
O=C(NCCOc1ccc(Cl)cc1)C1CCCCC1	-1.1%	1.2	0.1%	-30.3	715	2.3%	5.7%	1.1%	0.3%	-1.4%
CCOn1c(=O)c[n+]([O-])c2ccccc21	-0.7%	1.1	0.3%	-4.8	647	-2.6%	2.5%	14.2%	4.6%	-8.7%
CCOC(=O)c1cnc(N2CCN(C(=O)OCC)CC2)[nH]c1=O	-19.2%	1.2	-1.3%	-1.8	722	-4.0%	15.1%	-8.4%	8.8%	-1.2%
O=c1[nH][nH]c(C(F)(F)F)c1C=NCc1ccc(Cl)cc1	5.6%	1	4.2%	14.1	846	1.2%	9.4%	7.0%	6.8%	-3.6%
Cc1cc(C)n(-c2ccc(C(=O)Oc3ccc4c(c3)OCO4)cc2)n1	9.9%	1.1	-0.2%	15.1	689	2.5%	-0.3%	5.1%	-2.1%	-0.5%

Screening results deposited in PubChem by several laboratories.
